Bioassay records from PubChem.
ARFGAP1 inhibitor = inhibitors of rat ARFGAP1; Q62848; Arfgap1-stimulated ARF1 GTP hydrolysis, GDP FP detection; inhibition, % at 16.5 µM; 0.26% of 360,000 active; AID 651572;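 active means inhibition above a per-plate limit, mean inhibition of low control wells plus 3 SD, cut at about 25% in these data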;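 further: 0% = DMSO wells with enzyme and 100% = wells lacking Arfgap1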
Target sequence (Q62848 1-136 limits assumed): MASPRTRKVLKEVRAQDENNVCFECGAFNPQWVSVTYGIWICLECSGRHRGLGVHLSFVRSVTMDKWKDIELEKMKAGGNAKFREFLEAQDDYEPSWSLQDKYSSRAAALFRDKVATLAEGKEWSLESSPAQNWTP
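Material: truncated rat Arfgap1 GAP domain; Incubation: compound-enzyme preincubation 20 min, reaction 120 min, detection 60 min, 25 °C; Read-out: percent inhibition of Arfgap1-stimulated GTP hydrolysis; Technique: FP, GDP Alexa 633 tracer displaced from anti-GDP antibody, 620/688 nm; Controls: No-Arfgap1 wells (100%) versus DMSO full-reaction wells (0%); Replication: single well per compound.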
Tn6 DDE FP = DD(E)-Tn6 binding inhibition, primary FP screen. P02675. Fibrin DD(E) TRITC-Tn6 fluorescence polarization displacement. inhibition, % at 8.3 µM. 0.21% of 370,000 active;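 active means inhibition above a per-campaign cutoff: mean of compounds within control limits plus 3 SD, cut at about 15% in these data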;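 further: 0% = median of all compound wells on the plate and 100% = blocking peptide control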
Target sequence (P02675 whole entry, looked up): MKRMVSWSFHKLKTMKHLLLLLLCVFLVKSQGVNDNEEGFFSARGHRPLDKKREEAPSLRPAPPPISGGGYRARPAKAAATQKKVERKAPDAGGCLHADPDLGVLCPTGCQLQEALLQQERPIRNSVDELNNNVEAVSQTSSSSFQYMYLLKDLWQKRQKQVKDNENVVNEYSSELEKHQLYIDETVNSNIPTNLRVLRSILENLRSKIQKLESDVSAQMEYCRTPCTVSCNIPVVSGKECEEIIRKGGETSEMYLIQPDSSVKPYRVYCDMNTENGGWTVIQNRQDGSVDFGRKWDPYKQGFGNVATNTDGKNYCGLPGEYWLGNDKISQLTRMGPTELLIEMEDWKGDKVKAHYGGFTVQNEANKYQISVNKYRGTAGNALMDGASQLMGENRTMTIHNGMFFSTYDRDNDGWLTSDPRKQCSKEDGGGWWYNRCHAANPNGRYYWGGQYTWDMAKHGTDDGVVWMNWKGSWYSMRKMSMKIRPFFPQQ
sPLA2-III inh = Blocks human group III sPLA2 activity. Q9NZ20. QFRET BODIPY PC-A2 liposome hydrolysis, fluorescence. inhibition, % at 12.2 µM. 0.56% of 370,000 active. AID 743126;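 active means inhibition above mean plus 3 SD of compounds lying within the high and low control bounds, cut at about 19% in these data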;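 further: 0% = median of test compound wells and 100% = no enzyme DMSO wells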
GC-A act = GC-A (human) enzyme activation; HEK293 GC-A cells, cGMP TR-FRET, EC30 ANP; 0% at EC30 ANP, 100% saturating ANP; activation, % at 10 µM; 0.14% of 370,000 active; AID 1671463; in the data active means activation above about 40%
rCAG RNA binder = r(CAG) repeat RNA binding; inhibition, % at 3 µM; 1.3% of 370,000 active; TO-PRO-1 dye displacement fluorescence;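 active means inhibition above the plate cutoff, the mean of all test compounds on that plate plus 3 SD, cut at about 35% in these data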;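 further: 0% = DMSO alone and 100% = 100 µM mitoxantrone as full dye displacement; higher means more dye released from RNA so lower well fluorescence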
ASAP1 GAP inh = blocks human ASAP1-stimulated Arf1 GTP hydrolysis | Q9ULH1 | GDP FP detection | inhibition, % at 16.5 µM | 0.19% of 360,000 active; in the data active means inhibition above about 25%;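 further: 0% = vehicle with enzyme and substrate and 100% = no enzyme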
proKLK7 act = proKLK7 (human) activation, primary screen | activation, % at 7 µM | 0.9% of 370,000 active | purified proKLK7, EDANS-DABCYL substrate fluorescence; 100% is mature enzyme control, 0% vehicle | P49862;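 active means activation above the mean of all tested compounds plus 3 SD, computed per campaign excluding outliers beyond control limits, cut at about 13% in these data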
Target sequence (P49862 whole entry, looked up): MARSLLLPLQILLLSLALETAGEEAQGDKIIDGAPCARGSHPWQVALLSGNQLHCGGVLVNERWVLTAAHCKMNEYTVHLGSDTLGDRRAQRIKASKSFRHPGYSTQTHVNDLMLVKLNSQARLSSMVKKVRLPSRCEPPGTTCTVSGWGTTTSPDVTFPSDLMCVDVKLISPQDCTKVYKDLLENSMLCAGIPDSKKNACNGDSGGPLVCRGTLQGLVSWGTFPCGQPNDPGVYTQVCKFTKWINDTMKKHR
ADAM10 inh = ADAM10 inhibition, QFRET primary screen. O14672. inhibition, % at 7 µM. recombinant ADAM10, EDANS/DABCYL FRET peptide cleavage, 3 h. 0.62% of 370,000 active;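 active means inhibition above a per-campaign cutoff equal to the mean of compounds falling between control-based bounds plus 3 SD, cut at about 20% in these data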;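 further: 0% = DMSO wells while the 100% control is not disclosed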
NPR2 activator = GC-B (human) receptor activation | activation, % at 10 µM | AID 1920062 | 0.11% of 370,000 active | P20594 | HEK293-GC-B cells, CNP EC30, cGMP TR-FRET; 0% at EC30 CNP, 100% saturating CNP;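 active means activation at 10 µM reaching about 35% in either raw or pattern-adjusted values, limit read from the data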
FXN GAA850 act = frataxin GAA850 promoter activation; HEK293 lucGAA850 FXN promoter luciferase reporter, 24 h; percent of 10 µM SAHA response; 0.56% of 360,000 active; activation, % at 6 µM; AID 540364;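 active means activation above the average of all compounds screened plus 3 SD, cutoff fixed separately per campaign, cut at about 7.5% in these data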;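 further: 0% = DMSO wells and 100% = 10 µM SAHA wells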
Starred values were filed as active, the others as inactive; i = inactive; · = not tested or not shown.

Start of the listing, in advance, four compounds:
SMILES	ARFGAP1 inhibitor	Tn6 DDE FP	sPLA2-III inh	GC-A act	rCAG RNA binder	ASAP1 GAP inh	proKLK7 act	ADAM10 inh	NPR2 activator	FXN GAA850 act
O=C(c1ccc(Cl)cc1)c1ccc(OCC(=O)N2CCOCC2)cc1	16	-2	-7	9	-8	0	0.3	0	-9	2.2
O=C(Cn1cc(C(F)(F)F)cc(Cl)c1=O)Nc1cccc(S(=O)(=O)N2CCCCC2)c1	1	6	-17	-1	4	-3	0.1	9	2	0.5
CC(C)OCCCNS(=O)(=O)c1ccc2ccccc2c1	7	6	-8	-5	-3	1	0.1	3	1	-1.6
COc1ccc(N(C(=O)c2cccnc2)S(=O)(=O)c2cc(OC)ccc2OC)cc1	15	1	8	3	-5	-8	-0.4	-1	0	-1.7

Main list (from the top)
SMILES	ARFGAP1 inhibitor	Tn6 DDE FP	sPLA2-III inh	GC-A act	rCAG RNA binder	ASAP1 GAP inh	proKLK7 act	ADAM10 inh	NPR2 activator	FXN GAA850 act
O=C(c1ccc(Cl)cc1)c1ccc(OCC(=O)N2CCOCC2)cc1	16	-2	-7	9	-8	0	0.3	0	-9	2.2
O=C(Cn1cc(C(F)(F)F)cc(Cl)c1=O)Nc1cccc(S(=O)(=O)N2CCCCC2)c1	1	6	-17	-1	4	-3	0.1	9	2	0.5
CC(C)OCCCNS(=O)(=O)c1ccc2ccccc2c1	7	6	-8	-5	-3	1	0.1	3	1	-1.6
COc1ccc(N(C(=O)c2cccnc2)S(=O)(=O)c2cc(OC)ccc2OC)cc1	15	1	8	3	-5	-8	-0.4	-1	0	-1.7
COc1ccc(C=NNC(=O)CCCCC(=O)NN=Cc2ccc(OC)cc2)cc1	-9	5	7	-4	2	-7	-0.6	-4	-7	-2.8
Cc1ccccc1CNS(=O)(=O)c1c(C(=O)N2CCCCC2)c(C)n(C)c1C	19	-6	-3	6	-5	11	0.2	-1	0	-0.1
CC(C)NC(=O)C(OC(=O)c1ccccc1)C(OC(=O)c1ccccc1)C(=O)O (stereo not drawn)	9	-6	4	-1	0	1	1.0	-6	4	0.1
Nc1ccc2oc(=O)c3ccccc3c2c1	12	1	7	-4	3	-5	0.9	0	-1	4.5
O=C(CSc1nc2ccc([N+](=O)[O-])cc2[nH]1)c1ccc2ccccc2c1	-3	15	-52	3	37*	-1	0.0	11	1	0.2
CCN1CCN(C(=O)C(NS(=O)(=O)c2ccc3nc(C)sc3c2)C(C)C)CC1 (stereo not drawn)	7	4	1	4	0	3	0.0	-6	1	1.4
O=C(NCCc1ccc(Cl)cc1)c1ccc2c(c1)OCO2	-7	-9	-10	4	-4	-7	0.2	-1	-4	3.9
O=C(NNC(=S)NCCCN1CCOCC1)c1ccncc1	6	0	-1	3	0	8	-0.2	2	0	1.9
O=C(CC1C(=O)NCCN1C1CCCC1)NCc1cccc(OC(F)(F)F)c1 (stereo not drawn)	7	-4	2	2	-12	-6	0.1	-10	0	0.4
Cc1ccc(Cn2c(CN3CCN(C(=O)c4ccco4)CC3)nc3c2c(=O)n(C)c(=O)n3C)cc1	3	-8	-2	6	-5	2	-0.1	1	6	2.5
O=[N+]([O-])c1ccccc1CNC1CCCc2ccccc21 (stereo not drawn)	12	1	-1	-4	-6	-1	-0.4	3	-2	1.4
Cc1occc1-c1nnc(SCC(=O)N(C)CCC#N)n1N	-1	1	1	6	-2	15	0.4	-8	2	-1.0
Cc1cc(C)c2c(-n3cccc3)c(C(=O)O)sc2n1	-2	-1	-2	3	3	1	0.3	0	-2	0.5
O=C(Nc1ccccc1)N(Cc1ccccc1)C1=NCCS1	7	0	1	·	-2	-18	-0.4	5	·	0.4
COC(=O)CNc1nc(C2CC2)nc2c1nnn2Cc1ccccc1Cl	-5	-3	-6	-2	-2	-6	-0.2	1	2	1.5
CC(C)CN1CCN(CC#Cc2ccccc2)CC1CCO (stereo not drawn)	-10	-2	4	5	-5	-1	-0.3	-15	-1	3.6
O=c1c2ccccc2n(Cc2ccccc2)n1[C@@H](Cc1ccccc1)Cn1cc(C2CCCC2)nn1	·	5	-6	-26	7	·	-4.2	-426	-20	·
CCOC(=O)N1CCN(C(=O)c2ccc3nc4ccc(Cl)cc4c(=O)n3c2)CC1	2	-4	-7	1	14	-3	-4.1	i	-5	-0.1
COc1cc(OC)cc(C(=O)Nc2ccc(S(=O)(=O)N(C)C)cc2)c1	0	2	-14	3	3	9	-0.6	2	3	-1.4
CS(=O)(=O)N1CCN(c2ccc(NC(=S)NC(=O)c3ccc4c(c3)OCO4)cc2)CC1	0	7	3	3	-2	2	0.0	-1	-3	-0.2
CC(=O)c1cccc(NC(=O)CSc2nnc(-c3cccnc3)o2)c1	5	-5	2	-4	1	8	0.5	0	-2	2.3
COCCNc1oc(/C=C/c2ccccc2OC)nc1S(=O)(=O)c1ccccc1	-4	2	-16	-3	2	1	-8.2	i	1	-0.9
COc1cccc(C(=O)Nc2ccc(C(=O)NCC3CCCO3)cc2)c1 (stereo not drawn)	-9	5	-1	-1	9	0	0.1	5	-3	1.4
Fc1ccc(-n2nnc(-c3ccccc3Cl)n2)cc1	0	-1	1	0	-1	-7	0.3	9	-1	-0.1
Cc1cc(=O)[nH]c(SCC(=O)NCCc2ccccc2)n1	2	-4	0	3	-1	5	0.1	-1	-3	2.2
Cc1cc(C)c2c(CC(=O)Nc3nccs3)coc2c1	-4	-7	-1	-2	-1	19	-0.5	5	0	0.9
COc1cccc(N2CCN(Cc3cccnc3)CC2)c1	8	10	-4	0	-2	-7	0.1	-6	6	3.4
COc1ccc(S(=O)(=O)N2CCN(c3nc(C)cc(C)n3)CC2)cc1	-9	-3	1	-9	-4	-5	-0.3	-3	-1	0.3
CC(Sc1nnc(C(F)(F)F)n1C)C(=O)NC(N)=O (stereo not drawn)	-1	3	2	-3	4	-2	-0.1	3	-5	0.4
COc1cc(/C=C/C(=O)O)cc(S(=O)(=O)Nc2ccccc2SC)c1OC	4	1	0	0	9	-1	-1.4	-9	-1	1.5
CCN(CC)C(=O)c1cnn(-c2ccccc2)c1NC(=O)c1cccs1	15	-1	2	0	-1	10	0.5	4	-3	-1.8
CC(Cc1cccnc1)NC(=O)CCc1nnc(-c2ccccc2)o1 (stereo not drawn)	-2	-3	0	1	-3	1	0.4	-2	2	0.3
N/N=C/C(=N\Nc1ccc(Cl)cc1)C(=O)c1ccncc1	-4	3	-26	-8	8	-12	0.0	14	-16	2.5
COc1cc(OC)c(OC)cc1CN(C)CCc1ccccn1	4	6	8	-1	-1	16	-0.1	1	-3	-1.3
COC1OC2COC(c3ccccc3)OC2C(OC(=O)c2ccccc2)C1OC(=O)c1ccccc1 (stereo not drawn)	-5	-1	-13	-6	10	-10	0.3	14	2	-8.7
N=C(N=C(N)N)N1CCc2ccccc21	4	-8	2	0	0	6	-0.1	-2	0	2.7
O=C(Nc1ccccc1)N1CCc2c([nH]c3ccccc23)C1C(F)(F)F (stereo not drawn)	10	-11	-10	-8	1	15	0.4	-5	-14	-1.0
COc1ccc(CCNC(=O)COC(=O)c2cc(S(=O)(=O)N3CCCC3)ccc2O)cc1	-10	-2	-5	-4	5	5	-0.8	-44	3	0.0
CCN(CC(=O)Nc1ccc(NC(C)=O)cc1)C(=O)c1cccc2ccccc12	-12	3	1	-1	-3	-15	-0.1	-12	-1	0.2
CCC(C)(C)NC(=S)Nc1ccc(-c2nc3ccc(C)cc3s2)cc1	2	-1	7	7	8	-20	3.2	i	-12	2.5
CC12CCC(C(=O)Nc3cc(Cl)ccc3Cl)(C/C1=N\O)C2(C)C (stereo not drawn)	0	1	-2	1	-2	-5	0.1	4	3	0.9
COc1ccc2c(c1OC)C(=O)NC(C)=C(C(=O)OC(C)(C)C)C2O (stereo not drawn)	-12	3	-5	4	0	-5	1.7	-5	1	1.1
CC(=O)c1c(O)cc(O)cc1CC(=O)O	-2	0	8	1	4	-3	-0.1	-23	-6	2.3
Nc1ccc2nc(-c3ccc(-c4nc5ccc(N)cc5[nH]4)cc3)[nH]c2c1	24	-47	19	29	12	2	-20	-24	-8	·
CC1(NC(=O)c2cccc(S(=O)(=O)N3CCCc4ccccc43)c2)CCS(=O)(=O)C1 (stereo not drawn)	2	4	3	0	0	5	0.3	-12	2	0.6
O=C(Nc1ccc2c(c1)OCCO2)c1ccc(Cl)c(Cl)c1	-4	8	1	5	4	-18	-0.7	8	-3	4.6
Cc1cc2nc(NCCCO)n(CC(=O)c3cc(C(C)(C)C)c(O)c(C(C)(C)C)c3)c2cc1C	18	4	-16	1	1	13	0.1	4	7	-0.1
N=c1sccn1CC(=O)Nc1ccc(Cl)c(S(=O)(=O)N2CCOCC2)c1	11	2	1	6	3	4	-0.7	7	0	-0.9
O=C(OCC(=O)N1CCc2ccccc21)c1cc(S(=O)(=O)N2CCOCC2)ccc1F	5	1	9	16	0	4	-0.1	0	14	1.8
O=C(O)c1cccc(C(=O)Cc2ccccc2)c1	-4	4	-7	-2	0	-16	-0.8	-2	-1	-1.6
O=C(Nc1ccccc1Cl)c1cc(C2CCCCN2C(=O)CCCc2ccccc2)on1 (stereo not drawn)	3	5	-16	-3	6	-10	0.6	7	2	1.1
Cc1ccccc1S(=O)(=O)NC(=O)C1(C)CCN1C(=O)Cc1cc(F)ccc1F (stereo not drawn)	7	4	12	5	4	-13	0.0	-22	-1	-0.4
CCOC(=O)C1=C(COC(=O)Cc2ccccc2)NC(=O)NC1C (stereo not drawn)	8	-1	-1	19	-4	-8	0.2	-1	2	2.0
Nc1nnc(SCC(=O)Nc2cc(S(=O)(=O)N3CCOCC3)ccc2N2CCCC2)s1	24	-9	2	0	9	1	-0.6	-1	-3	1.8
O=C(CN1CCN(C(=O)CNC(=O)c2ccc(N3CCCC3=O)cc2)CC1)Nc1cccc(F)c1	7	4	14	4	0	-1	0.3	-26	-2	0.8
O=C(OCc1ccc2c(c1)OCO2)c1ccc(S(=O)(=O)N2CCCC2)cc1	-16	4	-14	3	1	6	-0.2	-3	5	-1.6

(list continues)
SMILES	ARFGAP1 inhibitor	Tn6 DDE FP	sPLA2-III inh	GC-A act	rCAG RNA binder	ASAP1 GAP inh	proKLK7 act	ADAM10 inh	NPR2 activator	FXN GAA850 act
COCC(=O)NCCSc1c(C)[nH]c2ccccc12	5	-1	-3	-3	2	-16	0.7	-4	6	0.5
CC1CSc2ccccc2NC1=S (stereo not drawn)	1	7	5	7	3	-1	0.5	7	3	2.1
COc1cccc(/C=C2\C(=O)C(=O)c3ccccc32)c1	0	-12	-5	13	17	8	0.8	-3	-3	-1.3
C/C=C(\C)C(=O)O[C@H](c1cc2ccc(=O)oc2cc1OC)[C@@H](O)C(C)(C)O	-9	3	5	3	9	-11	0.9	-259	1	1.3

As entered above.
In ARFGAP1 inhibitor, COc1ccc2c(c1OC)C(=O)NC(C)=C(C(=O)OC(C)(C)C)C2O (stereo not drawn) shows -12
In NPR2 activator, O=[N+]([O-])c1ccccc1CNC1CCCc2ccccc21 (stereo not drawn) shows -2
